NPSR antagonist – qHTS Assay for Antagonists of the Neuropeptide S Receptor: cAMP Signal Transduction; Q6W5P4; CHO-NPSR cells, cAMP TR-FRET, antagonist mode; Potency, µM (doses to about 38.3 µM), without a hit: at the highest dose activity change, negative = inhibition, usual class: inhibitors; 1% of 220,000 active; note: potency is the fitted concentration of half-maximal effect; % is set by controls: 0 for no effect and ±100 for the full control effect; nearly all actives have a fitted effect of over 50% in size; many of its hits are not listed in these tables
Target sequence (Q6W5P4 whole entry, looked up): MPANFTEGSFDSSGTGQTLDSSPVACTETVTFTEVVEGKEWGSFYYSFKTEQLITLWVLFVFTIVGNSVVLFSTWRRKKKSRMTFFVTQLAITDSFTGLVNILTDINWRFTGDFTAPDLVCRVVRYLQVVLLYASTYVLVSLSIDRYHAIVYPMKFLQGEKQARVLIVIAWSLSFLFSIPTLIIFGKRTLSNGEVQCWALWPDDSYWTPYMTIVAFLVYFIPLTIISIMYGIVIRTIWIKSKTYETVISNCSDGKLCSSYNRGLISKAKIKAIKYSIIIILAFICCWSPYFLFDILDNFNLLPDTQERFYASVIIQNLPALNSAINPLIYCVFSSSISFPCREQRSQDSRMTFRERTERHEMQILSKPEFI
Luc counter – Counterscreen for Luciferase (Kinase-Glo TM) Inhibition; Luciferin 4-monooxygenase (Photuris pensylvanica), Q27757; Potency, µM (titrated, usually from 38.3 µM), for inactives: at the highest dose activity change, negative = inhibition, actives largely listed as inhibitors; 0.28% of 200,000 active; Kinase-Glo luciferase, ATP luminescence, 8 min; note: potency is the fitted concentration of half-maximal effect; % is set by controls: 0 for no effect and ±100 for the full control effect; nearly all actives have a fitted effect of over 60% in size
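Substrate mix (final 50 mM imidazole pH 7.2, 50 mM KCl, 7 mM MgCl2, 10 uM ATP, 0.01% Tween 20, 0.05% BSA) plus pin-tool compound, then Kinase-Glo detection mix; 8 min ambient, luminescence read.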
LMNA splice mod – qHTS Assay for Modulators of Lamin A Splicing. HeLa LMNA splicing GFP/RFP minigene ratio, 48 h. Potency, µM (top dose mostly 46.1 µM), for the others: at the highest dose ratio change, negative = inhibition, most hits filed as inhibitors. 0.01% of 200,000 active. AID 1487, 2009; active = well fitted inhibition curve with a large enough effect in the signal ratio, with a control signal flat, not every such curve was filed as active; inconclusive = small, poorly fitted or top-dose-only effect, or effect the other way, or a change in a side signal; the % refers to the signal ratio; note: potency is the fitted concentration of half-maximal effect; % is set by controls: 0 for no effect and ±100 for the full control effect
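S3 HeLa stable clones carrying a lamin A-EGFP splicing minigene plus DsRed2 were seeded at 600 cells/well in Opti-MEM with 2% FBS, pin-dosed and incubated 48 h at 37°C. Acumen cytometry (488 nm) gave the GFP/RFP total-intensity ratio.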
IMPase Li cell – qHTS Assay for Identifying the Cell-Membrane Permeable IMPase Inhibitors: Potentiation with Lithium; AID 1457, 2008; Potency, µM (doses to about 59.4 µM), inactives show at the highest dose activity, negative = IMPase inhibition, usual class: inhibitors; 0.35% of 210,000 active; CHO-M1 cells, IP1 TR-FRET (IP-One), carbachol + lithium;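 note: IP1 builds up when IMPase is blocked and the TR-FRET signal falls; potency is the fitted concentration of half-maximal effect; plate controls were basal vehicle for no effect and high inhibitor control for full effect; nearly all actives have a fitted effect of over 50% in size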
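Test compounds were applied to CHO-M1 cells previously cultured for 16–30 h at 2000 per well. A small lithium amount accompanied them; after 30 min at 37C, IP1 was quantified by TR-FRET.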
CBFb-RUNX1 inh – qHTS Assay for Compounds Blocking the Interaction Between CBF-beta and RUNX1 for the Treatment of Acute Myeloid Leukemia. Runt-related transcription factor 1 (Homo sapiens) + Core-binding factor subunit beta …. AlphaScreen CBFb-His/RUNX1-biotin binding, biochemical. Potency, µM (highest dose often 59.8 µM), inactives show top-dose activity, negative = inhibition, most hits filed as inhibitors. 230,000 tested, under 10 active; note: % of control where 0% means no effect
Target sequence (Q01196 whole entry, looked up): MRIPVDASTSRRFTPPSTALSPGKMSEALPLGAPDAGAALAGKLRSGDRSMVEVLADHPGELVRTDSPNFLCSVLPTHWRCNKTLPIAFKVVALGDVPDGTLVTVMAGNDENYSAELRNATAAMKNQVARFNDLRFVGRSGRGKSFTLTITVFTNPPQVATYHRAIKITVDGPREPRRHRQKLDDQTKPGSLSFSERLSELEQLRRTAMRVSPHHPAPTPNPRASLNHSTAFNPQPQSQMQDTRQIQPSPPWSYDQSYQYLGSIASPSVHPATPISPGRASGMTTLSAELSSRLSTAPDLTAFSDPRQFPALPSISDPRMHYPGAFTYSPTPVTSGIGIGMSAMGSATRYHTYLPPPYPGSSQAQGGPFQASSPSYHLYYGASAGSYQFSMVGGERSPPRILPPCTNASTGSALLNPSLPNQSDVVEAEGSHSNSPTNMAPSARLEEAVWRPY
Target sequence (Q13951 whole entry, looked up): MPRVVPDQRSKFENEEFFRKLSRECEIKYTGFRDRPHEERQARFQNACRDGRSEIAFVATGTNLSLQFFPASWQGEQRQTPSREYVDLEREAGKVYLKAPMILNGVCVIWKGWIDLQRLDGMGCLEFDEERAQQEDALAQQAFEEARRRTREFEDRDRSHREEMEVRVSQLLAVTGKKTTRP
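Room-temperature protein-protein interaction test with 30 nM each of His-tagged CBF-beta and biotinylated RUNX1, 15 min with compound, then 90 min with nickel plus streptavidin beads. Signal read in AlphaScreen mode.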
Epigenetic derep – Quantitative High-Throughput Screen for Regulators of Epigenetic Control; murine LDR cells, GFP reporter derepression, 30 h; 0.2% of 280,000 active; AID 1865, 2009; Potency, µM (series often up to 53.9 µM), without a hit: at the highest dose GFP activation, actives largely listed as activators; note: potency is the fitted concentration of half-maximal effect; % of control where 0% means no effect; nearly all actives have a fitted effect of over 60% in size
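Readout is the number of GFP-expressing murine LDR cells, counted by cytometry following washing. Cells were treated with compound for 30 h at 37 C; the stably integrated CMV-GFP locus is normally silent.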
HttQ103 aggreg – qHTS Multiplex Assay to Identify Dual Action Probes in a Cell Model of Huntington: Aggregate Formation (GFP) | PC12 HttQ103-GFP aggregates, Acumen cytometry, 40 h | Potency, µM (titrated, usually from 46.1 µM), for the others: at the highest dose activity change, negative = inhibition, actives largely listed as inhibitors | 1.1% of 220,000 active; note: potency is the fitted concentration of half-maximal effect; % is set by controls: 0 for no effect and ±100 for the full control effect; nearly all actives have a fitted effect of over 60% in size
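Compounds (qHTS titration) were added to PC12 cells expressing an ecdysone-driven HTT exon 1 Q103–GFP fusion after induction with 100 nM tebufenozide. Aggregate formation was measured as GFP objects in cell lysates.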
Active calls of the source: *; u = inconclusive; x = no result given; & = joins results of further samples; [ ] = another dose, or the depositor's remark. Unless noted, calls come from the whole dose curve; as a rule, active = well fitted curve in the direction sought with a large enough effect; inconclusive = small, poorly fitted or top-dose-only effect, or another doubt; inactive = no such curve, though single readings can be large; an effect the other way counts as inactive or inconclusive. An excerpt; the hit share may differ from the screen's.

SMILES | NPSR antagonist | Luc counter | LMNA splice mod | IMPase Li cell | CBFb-RUNX1 inh | Epigenetic derep | HttQ103 aggreg
Cc1ccccc1C(=O)c1c[nH]c(C(=O)N=CN(C)C)c1 | 0% | 1% | 17%[46 µM] | 1% | -1% | -0.6%[10.1 µM] | -11%[9.22 µM]
Cc1nc(Cl)c(C(=O)NC(=O)Nc2cccc(C(F)(F)F)c2)c(C)c1[N+](=O)[O-] | -29% | 2% | u | 20% | -3% | -1.0% | -3%
O=C(O)c1ccc(C2SCC(=O)N2Cc2ccccc2)cc1 (configuration not stated) | -18%[46.1 µM] | 4% | -14% | -2%[38.3 µM] | 9% | -3.2% | 6%
COc1cc(C(=O)Nc2nc(-c3cccs3)cs2)cc(OC)c1OC | u | 2% | u | 32%[activator][38.3 µM] | -8% | -1.1% | u
CC1CN(CCCOc2ccccc2[N+](=O)[O-])CC(C)O1 (configuration not stated) | 3%[46.1 µM] | -4% | 1%[0.0737 µM] | -11%[38.3 µM] | -5% | -0.9% | -6%
CCOC(=O)c1c(NS(=O)(=O)Cc2ccccc2)sc2c1CCCC2 | -7%[46.1 µM] | 0% | 14% | -8%[38.3 µM] | 11% | -3.0% | -5%[9.22 µM]
CCOC(=O)C1CCCN(C(=O)CCCn2nc(C)n3c(cc4sccc43)c2=O)C1 (configuration not stated) | -15%[46.1 µM] | 2% | 0% | 3%[38.3 µM] | 2% | -1.2% | -6%
COc1ccc(C(=O)N2CCc3ccccc32)cc1 | -11%[46.1 µM] | 1% | -8% | -5% | -15% | -1.0% | 7%
CCCCNS(=O)(=O)c1ccc2nc(-c3cccnc3)cc(C(=O)NC3CC3)c2c1 | 1% | -5% | u | -5% | 2%[2.36 µM] | 3.9% | -28%
O=S(=O)(NCCc1ccccc1)c1ccccc1 | -1%[46.1 µM] | -2% | -1% | 3% | 10% | -1.2% | -15%
CC1(C)CC(c2nc(-c3ccccc3)cs2)CCS1 (configuration not stated) | -20% | -1% | -2% | 3% | 14% | 1.1% | -14%
Cc1ccc(-n2c(=O)c3sccc3n(CC(=O)NCc3ccco3)c2=O)cc1F | 0%[46.1 µM] | -11% | -4% | u | 0% | 0.0% | 4%
Cc1ccc(N2NC3(CCN(C(N)=O)CC3)NC2=O)cc1 | 23% | 2% | x | 4% | 4% | -5.1% | u
O=C1CC(c2ccco2)=Nc2ccccc2N1 | -7%[46.1 µM] | -3% | -10% | -4% | -6% | -1.0% | 8%
O=C(CCc1ccccc1)Nc1nn[nH]n1 | 7% | 2% | 6% | -2% | -4% | 0.1% | 17%
C/C(N)=C(/C#N)C(=O)COC(=O)c1cccc(C)c1O | 0% | x | -6%[46 µM] | x | 3% | 2.1% | -16%[9.22 µM]
Cc1nn(CC(=O)Nc2ccccn2)c(C)c1[N+](=O)[O-] | 7%[46.1 µM] | 0% | 15% | -2%[38.3 µM] | 4% | -1.1% | -4%
COc1cc(N2C(=O)c3ccccc3C2=O)c(Cl)cc1C(=O)OCC(=O)N(C)C | 15% | 1% | -5%[46 µM] | 9% | -1% | -0.1% | 3%
O=C(COc1ccc(Cl)cc1)Nc1ccc(Cc2ccncc2)cc1 | -36% | 0% | u | 4% | 0% | -3.8% | -5%
O=C(O)CCN1C(=O)CC(N2C(=O)/C(=C/c3ccc(Cl)cc3)SC2=S)C1=O (configuration not stated) | 4% | -4% | u | -6% | -3% | -1.5% | -14%
Cc1nn(Cc2noc(C(=O)NCc3ccc(F)cc3)n2)c(C)c1Br | -27% | 5% | 14%[46 µM] | 18% | 4% | -0.1%&-0.6% | -20%
Oc1c(Br)cc(C2N=C(c3ccccc3Cl)NO2)cc1Br (configuration not stated) | -5%[46.1 µM] | -1% | 3%[0.0737 µM] | -7%[38.3 µM] | 3% | 0.0% | -9%
CCN(CC)CCNC(=O)c1ccc(Cl)c(S(=O)(=O)Nc2ccc(Cl)cc2)c1 | -3%[46.1 µM] | -2% | 4% | 30%[activator][38.3 µM] | 3% | -0.5% | 5%[9.22 µM]
COC(=O)c1ccc(NC(=S)NCCc2ccc(OC)cc2)cc1 | 9% | -1% | x | 10% | 0% | 0.0% | 2%
COCCCNC(=O)c1ccc2c(=O)n(CC3CCCO3)c(=S)[nH]c2c1 (configuration not stated) | -8%[46.1 µM] | 0% | -3% | -6%[38.3 µM] | -2% | -2.0% | -8%

Grouped by structure, the entries above with bromine.
SMILES | NPSR antagonist | Luc counter | LMNA splice mod | IMPase Li cell | CBFb-RUNX1 inh | Epigenetic derep | HttQ103 aggreg
Cc1nn(Cc2noc(C(=O)NCc3ccc(F)cc3)n2)c(C)c1Br | -27% | 5% | 14%[46 µM] | 18% | 4% | -0.1%&-0.6% | -20%
Oc1c(Br)cc(C2N=C(c3ccccc3Cl)NO2)cc1Br (configuration not stated) | -5%[46.1 µM] | -1% | 3%[0.0737 µM] | -7%[38.3 µM] | 3% | 0.0% | -9%

Going on with the list:
SMILES | NPSR antagonist | Luc counter | LMNA splice mod | IMPase Li cell | CBFb-RUNX1 inh | Epigenetic derep | HttQ103 aggreg
Cc1ccc(C)c(NC(=O)c2sc(Cl)nc2C)c1 | -6% | -3% | 8% | -1% | 7% | 2.3% | 19%
NC(=O)c1nnsc1Sc1c(C(N)=O)nnn1-c1cccc(N)c1 | 22% | 7% | -22%[46 µM] | -4% | 5% | -1.4% | -20%
S=C(NCCCN1CCOCC1)Nc1ccc(Cl)c(Cl)c1 | 3% | -2% | 1% | 0% | 7% | -0.9% | 7%
Cc1ccc(-n2nnc3c(=O)n(CC(=O)OCc4ccccc4)cnc32)cc1 | 0%[46.1 µM] | 1% | -10% | 18%[38.3 µM] | 13% | 0.0% | 0.0028µM*
COC(=O)c1ccc(C)c(NC(=O)CCc2ccc(OC)c(OC)c2)c1 | 0% | 6% | 1% | 4% | 0% | 0.3% | 12%
C#CCOCCOCCOCCNc1nc(N2CCN(C(=O)[C@H]([C@@H](C)CC)n3cc([C@@H](N)CO)nn3)CC2)nc(N2CCN(C(=O)[C@H](Cc3cc4ccccc4[nH]3)n3cc([C@@H](N)Cc4ccc(O)cc4)nn3)CC2)n1 | 24% | x | x | x | -11% | -1.1% | 36%[9.22 µM]
CS(=O)(=O)N(CC(=O)Nc1cccc(Cl)c1)c1ccccc1Cl | 13%[46.1 µM] | 17% | -3% | -2%[38.3 µM] | 0% | -1.3% | -12%
N#Cc1cc2nc(O)c(O)nc2cc1[N+](=O)[O-] | -6%[46.1 µM] | -2%&3% | -16% | 6%&13% | 1% | -0.2%&0.4% | x
COc1cc(/C=C/C(=O)N2c3ccccc3Sc3ccc(C(F)(F)F)cc32)cc(OC)c1OC | -35% | -2% | u | 13% | 11% | 0.0% | -7%
O=Cc1ccc(-c2ccc(F)cc2)o1 | 6% | 5% | u | -6% | -5% | -2.6% | -1%
COc1cccc(-c2cc(C(F)(F)F)nc(N3CCCCC3)n2)c1 | -14%[46.1 µM] | -2% | 0% | 3%[38.3 µM] | 10% | 0.0% | 5%
O=C(C1CC1)N1CCN(C(c2ccccc2)c2ccccc2)CC1 | -26%[46.1 µM] | -1% | 2% | 42%[activator][38.3 µM] | 1% | -1.0% | 7%
COc1ccc(-c2cc(C(=O)Nc3cc(OC)cc(C(=O)Nc4cccc(C(F)(F)F)c4)c3)[nH]n2)cc1 | -20% | x | x | x | 11% | 5.4% | -30%[9.22 µM]
CCOc1cc(C)c(Cl)cc1S(=O)(=O)N(CC)CC | -17%[46.1 µM] | 2% | 5% | 5%[38.3 µM] | 8% | 0.0% | -9%
CC1CCN(CCCNC(=O)c2cn(C)c3ccc(S(=O)(=O)N4CCCC4)cc3c2=O)CC1 | u | -1% | -3% | 30%[38.3 µM] | 1% | 1.8% | -14%
O=C(CSC1=NCCS1)Nc1ccc(F)cc1 | -1% | -2% | -17%[46 µM] | 6% | 3% | 0.0% | 5%[9.22 µM]
CCN(CC)C(=O)c1sc(NC(=O)c2cccs2)c(C#N)c1C | 16% | 0% | u | 8% | 11% | -0.1% | 6%[9.22 µM]
CCNc1ccccc1C(=O)O | -2%[7.67 µM] | x | x | x | -2% | 0.0% | -1%[9.22 µM]
COc1ccccc1C(=O)NNC(=O)c1cccc([N+](=O)[O-])c1 | 5% | 3% | x | -2% | 3% | 0.0% | -12%[9.22 µM]
COc1ccc(Oc2nc(SC)nc3ccsc23)cc1 | -24%[46.1 µM] | -5% | 3% | 4%[38.3 µM] | 1% | -0.9% | u
Cc1ccc(NC(=O)C(C)c2ccc([N+](=O)[O-])cc2)cc1Cl (configuration not stated) | -25% | 3% | 3% | 7% | -2% | 0.0% | -24%
CCOc1ccc(/C(C)=N/NC(=O)C(OC)c2ccccc2)cc1 (configuration not stated) | 5% | 2% | x | 0% | -6% | -4.2% | 4%
CCCNC(=O)CCc1c(C)nc2nc(C)nn2c1C | 5% | 0% | 12%[46 µM] | u | -12% | 4.9% | -14%
Cc1ccccc1CC1(CO)CCCN(C(=O)CCCN2CCCCC2=O)C1 (configuration not stated) | -4% | -2% | u | 6% | 2% | 1.5% | -17%[9.22 µM]
COc1ccc(/C=C/C(=O)NC(C)CCc2ccccc2)cc1OC (configuration not stated) | -16% | 0% | x | 6% | 7% | -0.6% | 5%[9.22 µM]
Cc1ccc(C(C[N+](=O)[O-])n2nc(C)cc2C)cc1 (configuration not stated) | 23%[46.1 µM] | -7% | 6% | 26%[38.3 µM] | -5% | -3.5% | -6%
Cc1ccc(S(=O)(=O)Nc2ccc(NC(=O)/C=C/C(=O)O)cc2)cc1 | 17% | -1% | 6%[46 µM] | 5% | 5% | 1.1% | 2%

A run of entries from further up:
SMILES | NPSR antagonist | Luc counter | LMNA splice mod | IMPase Li cell | CBFb-RUNX1 inh | Epigenetic derep | HttQ103 aggreg
Cc1ccc(C)c(NC(=O)c2sc(Cl)nc2C)c1 | -6% | -3% | 8% | -1% | 7% | 2.3% | 19%
NC(=O)c1nnsc1Sc1c(C(N)=O)nnn1-c1cccc(N)c1 | 22% | 7% | -22%[46 µM] | -4% | 5% | -1.4% | -20%
S=C(NCCCN1CCOCC1)Nc1ccc(Cl)c(Cl)c1 | 3% | -2% | 1% | 0% | 7% | -0.9% | 7%

Compound activity deposited in PubChem by National Center for Advancing Translational Sciences (NCATS).
